From PubChem BioAssay
TcdB inh: blocks C. difficile toxin B glycohydrolase activity; P18177; TcdB glycohydrolase enzymatic assay, plate reader; inhibition, % at 9.99 µM; 350,000 compounds, 0.24% hits; in the data active = inhibition above about 10%
VHR inh abs: blocks human VHR1 dual specificity phosphatase. inhibition, % at 13.3 µM. recombinant VHR phosphatase, pNPP absorbance. 290,000 compounds, 0.52% hits. P51452. AID 1654; in the data active = inhibition above about 50%; note: some compounds called inactive have numbers as strong as hits
Target sequence (P51452 whole entry, looked up): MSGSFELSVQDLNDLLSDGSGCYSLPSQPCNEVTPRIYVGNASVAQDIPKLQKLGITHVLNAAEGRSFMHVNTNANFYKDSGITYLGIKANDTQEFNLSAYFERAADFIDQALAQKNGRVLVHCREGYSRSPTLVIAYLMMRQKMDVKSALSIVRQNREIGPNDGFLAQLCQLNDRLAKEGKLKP
SARS 3CLpro inh: SARS-CoV 3CLpro protease inhibition; P0C6X7; recombinant SARS-CoV 3CLpro, quenched FRET peptide cleavage; inhibition, % at 6 µM; 290,000 compounds, 0.14% hits; AID 1706; in the data active = inhibition above about 12%
PfHsp40 rescue: rescue of PfHsp40-mediated yeast toxicity; growth rescue, % at 12.5 µM; 340,000 compounds, 0.68% hits; S. cerevisiae expressing PfHsp40, growth rescue, ATP luminescence; in the data active = growth rescue above about 28%, passing the limit was not always enough; inconclusive = no clear call, values can overlap the other calls;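 note: yeast W303a lacking pdr1 and pdr3 grown in galactose medium; growth measured after three days at 30 °C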
MazEF act: MazEF (E. coli) toxin RNase activation; P0AE70; FAM/BHQ RNA-DNA oligo cleavage fluorescence, 5 h; activation, % at 20 µM; 350,000 compounds, 0.32% hits; AID 504720; in the data active = activation above about 50%
Rv3671c inh: Rv3671c (M. tuberculosis) protease inhibition. P9WHR9. inhibition, % at 5.96 µM. 320,000 compounds, 0.048% hits; in the data active = inhibition above about 38%;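 note: extracellular domain of Rv3671c used as enzyme; 0% = enzyme with DMSO and 100% = no enzyme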
SSB-PriA inh: inhibitors of Klebsiella pneumoniae PriA binding to SSB C-terminal tail; AlphaScreen SSBct-PriA binding, biotinylated peptide; inhibition, % at 33 µM; 430,000 compounds, 0.6% hits; AID 1272365; in the data active = inhibition mostly above about 37%, no sharp cut-off; inactive = mostly below about 20%;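 note: plate controls were negative control peptide for no effect and reference peptide for full effect; strong numbers were not always called active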
Y pestis TopoI: inhibitors of Yersinia pestis topoisomerase I; Y. pestis Topo-I cleavage product accumulation, plate reader; activity, % at 10 µM; 360,000 compounds, 0.064% hits; in the data active = activity above about 50%, passing the limit was not always enough; inconclusive = no clear call, values can overlap the other calls; note: inactives centre near 2
Anthrax LF inh2: inhibitors of Bacillus anthracis lethal factor protease. multiplex microsphere protease cleavage assay, LF. inhibition, % at 10 µM. 360,000 compounds, 0.12% hits. P15917; in the data active = inhibition above about 30%; inconclusive = no clear call, values can overlap the other calls; note: plate controls were buffer without enzyme for full effect and enzyme alone for no effect
Target sequence (P15917 whole entry, looked up): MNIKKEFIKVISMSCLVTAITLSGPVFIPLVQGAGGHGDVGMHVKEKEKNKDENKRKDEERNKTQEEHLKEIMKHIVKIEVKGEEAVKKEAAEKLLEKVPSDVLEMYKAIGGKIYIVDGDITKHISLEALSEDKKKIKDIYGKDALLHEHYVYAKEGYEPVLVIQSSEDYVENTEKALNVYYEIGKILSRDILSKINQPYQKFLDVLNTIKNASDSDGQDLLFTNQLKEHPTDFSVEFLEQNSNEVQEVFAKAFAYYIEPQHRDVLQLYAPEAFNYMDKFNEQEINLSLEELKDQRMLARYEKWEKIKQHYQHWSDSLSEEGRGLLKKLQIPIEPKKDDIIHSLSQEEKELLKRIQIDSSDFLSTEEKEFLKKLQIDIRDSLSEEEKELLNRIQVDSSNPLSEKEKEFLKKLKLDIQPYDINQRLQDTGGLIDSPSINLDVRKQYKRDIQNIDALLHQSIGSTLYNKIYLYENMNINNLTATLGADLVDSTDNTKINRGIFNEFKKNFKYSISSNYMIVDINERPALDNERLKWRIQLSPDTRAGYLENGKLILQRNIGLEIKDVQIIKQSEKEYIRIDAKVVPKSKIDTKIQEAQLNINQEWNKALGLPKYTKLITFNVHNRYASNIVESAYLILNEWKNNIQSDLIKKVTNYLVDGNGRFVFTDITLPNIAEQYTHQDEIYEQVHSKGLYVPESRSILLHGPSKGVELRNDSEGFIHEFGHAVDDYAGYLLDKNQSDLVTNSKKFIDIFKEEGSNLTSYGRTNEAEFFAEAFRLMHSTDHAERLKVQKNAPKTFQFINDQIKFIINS
Vc quorum ag: induces V. cholerae light production without autoinducers; activation, % at 18.7 µM; V. cholerae BH1578 lux reporter, luminescence, 6 h; 350,000 compounds, 0.16% hits; in the data active = activation mostly above about 9.7%, no sharp cut-off; inconclusive = no clear call, values can overlap the other calls; inactive = mostly below about 3.7%; note: not every result past the cut was called active; inactives centre near 0; reference of the scale not given here
An asterisk follows results filed as active; i = inactive; ? = inconclusive; / = not tested or not shown. Only part of the results is shown; rates above refer to the full screens.

#1 O=C(NC(=S)N1CCCc2ccccc21)c1ccc([N+](=O)[O-])cc1
#2 O=C(NNc1nc2ccc(Cl)cc2s1)c1cc(-c2cccs2)nc2ccccc12
#3 Cc1ccc(C)c(N2N=C(C(=O)Nc3cccc(S(=O)(=O)N4CCCCC4)c3)CCC2=O)c1
#4 O=C(NC(Cc1c[nH]c2ccccc12)c1nnc2n1CCCCC2)c1ccccc1 (stereo unspecified)
#5 COC(=O)C1=C(N)OC2=C(C(=O)CC(C)(C)C2)C1c1cccs1 (stereo unspecified)
#6 Cc1cc(C)cc(COn2ccnc2)c1
#7 Cc1cc(=O)[nH]c(SCC(=O)N2CCN(C(=O)c3ccco3)CC2)n1
#8 CC(=O)c1ccc(OCCCC(=O)Nc2cccc(S(=O)(=O)N3CCCCCC3)c2)cc1
assay / compound	1	2	3	4	5	6	7	8
TcdB inh	0.8	-0.7	-4.5	/	/	/	-0.8	1.3
VHR inh abs	17	-4	/	7	-6	21	/	/
SARS 3CLpro inh	-1	0	/	0	-9	7	/	/
PfHsp40 rescue	0.7	0.7	0.1	0.1	0.7	-0.1	-1.1	-0.2
MazEF act	3	-14	-1	4	0	1	4	-2
Rv3671c inh	4	-15	-2	2	-2	-3	3	-8
SSB-PriA inh	36	-16	9	-6	-6	-9	2	0
Y pestis TopoI	3	3	22	1	-9	-16	2	33
Anthrax LF inh2	18	-2	-6	-5	0	2	-7	0
Vc quorum ag	-7.1	0.0	i	i	i	-0.8	-3.4	-0.1

#9 COc1ccc(NS(=O)(=O)c2ccc(C(=O)OC(C)C(=O)N3CCOCC3)cc2)cc1 (stereo unspecified)
#10 Cc1ccc(Cn2nnc3c(=O)[nH]c(C4CCN(S(=O)(=O)c5ccc(C)cc5)CC4)nc32)cc1
#11 CCCCc1ccc(NC(=S)N2CCN(C(=O)OCC)CC2)cc1
#12 CCC(=O)c1cn(CC(=O)Nc2cccc(C)c2C)c2ccccc12
#13 CCOC(=O)C1CCCN(CCC(=O)Nc2cccc(F)c2)C1 (stereo unspecified)
#14 O=C(CN(C(=O)CSc1nc2ccccc2o1)c1cccc(F)c1)NC1CCCCC1
#15 COc1cccc(-c2cnc3c(NC(C)=O)cc(-c4ccc(C(=O)N5CCOCC5)cc4)cn23)c1
#16 CCC1Oc2ccccc2N(Cc2ccccc2C)C1=O (stereo unspecified)
assay / compound	9	10	11	12	13	14	15	16
TcdB inh	-0.7	/	0.9	14*	1.0	/	0.5	/
VHR inh abs	7	25	-47	-2	15	6	/	20
SARS 3CLpro inh	-3	5	-6	4	0	6	/	-4
PfHsp40 rescue	0.1	2.0	-0.4	3.5	-0.8	-1.3	/	1.6
MazEF act	-1	5	-11	-9	-9	0	/	2
Rv3671c inh	3	-6	-8	-5	2	2	/	4
SSB-PriA inh	-1	11	0	3	-9	-3	/	-21
Y pestis TopoI	3	24	-3	3	8	14	32	7
Anthrax LF inh2	1	-5	7	-3	-1	1	-9	3
Vc quorum ag	i	i	-0.6	-0.5	1.8	-1.9	-0.5	i

#17 COc1cc2cc3c(N)c(C(=O)Nc4sc(C)c(C)c4C#N)sc3nc2cc1OC
#18 OCCC1CN(CCCc2ccccc2)CCN1Cc1ccccc1 (stereo unspecified)
#19 O=C(NCCOc1ccccc1)C1CCC(=O)N(Cc2ccc(Cl)cc2)C1 (stereo unspecified)
#20 O=C(NC(=S)Nc1ccccc1N1CCCC1)c1ccc(F)cc1
#21 CCOc1ccccc1C(=O)N[C@H](C(=O)Nc1nc2c(s1)CCCC2)C(C)C
#22 Cc1ccc(C(=O)NCCOC23CC4CC(CC(C4)C2)C3)cc1
#23 COc1ccc(CN2CCN(C(=O)Cn3nc(C)n4cccc4c3=O)CC2)c(OC)c1OC
#24 Cc1ccccc1S(=O)c1ccccc1C(=O)O (stereo unspecified)
assay / compound	17	18	19	20	21	22	23	24
TcdB inh	/	-1.2	1.8	/	1.3	1.3	-0.1	0.7
VHR inh abs	37	-4	2	-15	-1	18	22	14
SARS 3CLpro inh	-6	1	0	3	7	-2	-3	-1
PfHsp40 rescue	0.1	1.0	-1.5	0.7	0.9	7.7	1.1	-0.2
MazEF act	10	-1	-2	3	-8	0	6	5
Rv3671c inh	-8	4	1	-16	-7	1	10	-2
SSB-PriA inh	14	3	-12	8	13	-7	3	-18
Y pestis TopoI	3	9	21	7	20	18	6	5
Anthrax LF inh2	-2	-1	2	-3	1	-3	-2	-10
Vc quorum ag	-0.7	i	0.8	3.0	-0.2	i	-0.2	1.2

#25 CN(Cc1ccccc1F)C(=O)CCNC(=O)c1ccc(C(C)(C)C)cc1
#26 c1ccc(Cn2nnc3c(N4CCOCC4)ncnc32)cc1
#27 Cn1nc(C(=O)Nc2ccc(Cl)cc2)cc1C(=O)Nc1ccc(Cl)cc1
#28 CCOC(=O)c1oc2cccc(O)c2c1CN(Cc1ccccc1)C(C)=O
#29 Cc1oc(-c2ccc(Cl)cc2)nc1CS(=O)CC(=O)NCc1ccco1 (stereo unspecified)
#30 CCOC(=O)C1=NN(c2cccc(C)c2)C2(S1)SC(C(C)=O)=C(C)N2c1ccccc1 (stereo unspecified)
#31 COC(=O)c1c(NC(C)=O)csc1C
#32 Cc1cc(C)nc(SCC(=O)O)n1
assay / compound	25	26	27	28	29	30	31	32
TcdB inh	1.2	0.3	1.3	/	0.3	/	0.1	/
VHR inh abs	/	15	-29	19	7	0	-7	17
SARS 3CLpro inh	/	-1	-1	4	6	2	2	-5
PfHsp40 rescue	-0.8	-0.8	0.3	0.7	0.7	-1.6	-0.9	0.4
MazEF act	-2	2	-47	6	-2	8	-14	-13
Rv3671c inh	2	6	-6	-4	-3	-2	-1	6
SSB-PriA inh	-2	-2	-5	5	13	23	-6	-24
Y pestis TopoI	14	-4	1	13	6	3	7	1
Anthrax LF inh2	0	-7	0	1	0	-6	/	4
Vc quorum ag	-0.4	-0.2	0.8	i	0.2	-0.4	-0.4	-0.7

#33 O=C(COc1ccc(C(=O)c2ccccc2)cc1)Nc1cccnc1
#34 Cc1ccccc1OCc1nnc(SCc2nc3ccccc3c(=O)[nH]2)n1C
#35 O=C1c2ccccc2C(=O)N1CC1c2ccccc2CCN1C(=O)CN1CCOCC1 (stereo unspecified)
#36 CCC(=O)Nc1cc(C(=O)OCc2ccc(C(=O)Oc3ccccc3)cc2)ccc1C
#37 CCC(C)NC(=O)c1nn(C)c(=O)c2ccccc12 (stereo unspecified)
#38 Cc1ccc(-n2ncc(C(=O)O)c2C2CCN(C(=O)OC(C)(C)C)CC2)cc1
#39 COc1ccc([N+](=O)[O-])cc1C1NN=C(c2cccc3ccccc23)S1 (stereo unspecified)
#40 COc1ccccc1OCCCn1c(C)c(C#N)c2ccccc21
assay / compound	33	34	35	36	37	38	39	40
TcdB inh	1.3	1.0	0.5	1.6	1.4	/	/	/
VHR inh abs	7	1	20	4	32	11	-4	19
SARS 3CLpro inh	2	0	0	-1	0	5	0	-2
PfHsp40 rescue	0.2	0.2	1.0	-0.1	0.3	3.7	-0.9	1.2
MazEF act	-33	-2	4	2	-6	3	2	-16
Rv3671c inh	-5	8	-2	1	3	-8	-4	-1
SSB-PriA inh	3	-6	7	-19	-9	-14	-8	-18
Y pestis TopoI	-3	6	-9	-6	-14	-7	-8	36
Anthrax LF inh2	0	-7	2	1	8	1	-1	5
Vc quorum ag	0.4	-1.0	-0.4	i	-0.4	i	i	/

#41 O=c1[nH]c(Nc2ccc3c(c2)OCCO3)nnc1Cc1ccc(Cl)cc1
#42 CCn1c2ccccc2c2cc(CNCc3ccc(OC)cc3OC)ccc21
#43 COc1ccccc1Oc1ccc(NC(=O)c2ccccc2C)cc1
#44 CCN1C(=NCCCOC(C)C)N[C@@H](c2ccccc2)[C@H](C(=O)OC)[C@H]1C
#45 CC(C)CCn1cnc2c1c(=O)[nH]c(=O)n2Cc1ccccc1
#46 CCOc1cc(CNCC(O)c2ccccc2)cc(Cl)c1OC (stereo unspecified)
#47 Cc1ccccc1NC(=O)c1cccc(NC(=O)c2ccccc2C(=O)O)c1
#48 CCN(CC)CCN1C(=O)C(O)=C(C(=O)c2cccs2)C1c1ccc(C)o1 (stereo unspecified)
assay / compound	41	42	43	44	45	46	47	48
TcdB inh	1.3	2.9	-1.9	0.1	0.4	1.0	1.1	/
VHR inh abs	15	12	6	/	6	11	/	-6
SARS 3CLpro inh	-2	6	2	/	2	4	/	-1
PfHsp40 rescue	0.3	1.4	1.6	2.0	-1.4	-0.3	-1.1	1.0
MazEF act	-25	11	-7	9	-4	-2	3	6
Rv3671c inh	0	0	-2	1	12	-4	5	-5
SSB-PriA inh	-4	21	-12	-7	-16	-11	6	7
Y pestis TopoI	-2	-1	1	0	5	-3	2	2
Anthrax LF inh2	-7	-5	0	4	-7	-1	/	2
Vc quorum ag	i	-0.2	-0.2	-0.5	-2.6	-0.3	-0.8	-0.4

#49 CCN1CCN(CCCNC(=O)c2cn(CCOC)c(=O)c3c2c2ccccc2n3C)CC1
#50 CC(=O)c1ccc(NC(=O)CCNS(=O)(=O)c2cc(Br)cnc2N)cc1
#51 CCN(CC)CCN(C(=O)c1ccc2ccccc2c1)c1nc2ccc(OC)cc2s1
#52 Cc1cc(N2CCN(C)CC2)ccc1NC(=O)c1cccc(S(=O)(=O)N2CCc3ccccc3C2)c1
#53 O=C(CNCc1ccccc1Cl)NCc1ccco1
#54 O=C(CCC(=O)Nc1ccccc1)NNC(=O)C(c1ccccc1)c1ccccc1
#55 O=C(O)CCC(=O)NNC(=O)c1ccc(-c2ccccc2)cc1
#56 CC(=O)OCC(COC(C)=O)OC(C)=O
assay / compound	49	50	51	52	53	54	55	56
TcdB inh	1.5	0.5	-2.3	0.5	2.0	/	/	-0.5
VHR inh abs	-8	18	39	14	11	21	-15	/
SARS 3CLpro inh	6	4	-4	1	3	5	2	/
PfHsp40 rescue	0.0	-0.5	0.0	0.3	-0.6	0.1	-1.4	-0.2
MazEF act	2	-5	9	50*	4	-8	-7	2
Rv3671c inh	-2	6	1	8	13	-4	-4	-9
SSB-PriA inh	6	-10	31	6	7	-10	-6	1
Y pestis TopoI	-9	-9	19	-26	4	3	-7	0
Anthrax LF inh2	-3	-1	-3	-10	-2	0	-4	-2
Vc quorum ag	-0.4	-1.2	-0.2	i	i	i	i	-1.4

Overlap with the part before: four compounds, followed by the next part.
#53 O=C(CNCc1ccccc1Cl)NCc1ccco1
#54 O=C(CCC(=O)Nc1ccccc1)NNC(=O)C(c1ccccc1)c1ccccc1
#55 O=C(O)CCC(=O)NNC(=O)c1ccc(-c2ccccc2)cc1
#56 CC(=O)OCC(COC(C)=O)OC(C)=O
#57 CC(C)OC(=O)Cn1c(=O)sc2ccccc21
#58 COc1cc(/C=C/c2nnc3c4ccccc4ncn23)cc(OC)c1OC
#59 COc1ccccc1C(=O)N1CCCC(C)(C(=O)NS(=O)(=O)C2CC2)C1 (stereo unspecified)
#60 COc1cc(Cl)c(C)cc1NC(=O)CCNC(=O)c1ccco1
#61 COc1ccc2[nH]c3c(c2c1)CCN1C(=O)N([C@@H](C)C(=O)NCCc2ccc(F)cc2)C(=O)[C@]31C
assay / compound	53	54	55	56	57	58	59	60	61
TcdB inh	2.0	/	/	-0.5	/	1.0	1.6	1.3	-1.1
VHR inh abs	11	21	-15	/	22	-9	/	13	13
SARS 3CLpro inh	3	5	2	/	6	-3	/	-2	1
PfHsp40 rescue	-0.6	0.1	-1.4	-0.2	0.2	1.0	/	-0.7	58*
MazEF act	4	-8	-7	2	-3	12	/	8	-25
Rv3671c inh	13	-4	-4	-9	7	-19	/	-11	-11
SSB-PriA inh	7	-10	-6	1	-5	-1	/	-10	22
Y pestis TopoI	4	3	-7	0	6	14	0	-4	24
Anthrax LF inh2	-2	0	-4	-2	?	-2	-5	0	-1
Vc quorum ag	i	i	i	-1.4	-0.7	-0.4	-0.6	i	-0.4
